A350 autofl: A350 region autofluorescence. 59,000 compounds, 11% hits. Compound autofluorescence, 340/450 nm, Alexa 350 dye-equivalents; stronger effect = higher value. max dye-equivalent concentration, M. AID 590; in the data active = max dye-equivalent concentration above about 10 nM; inconclusive = mostly about 1.1 nM to 9.6 nM
HBB splicing: hemoglobin beta splicing modulation. 65,000 compounds, 0.06% hits. AID 925. Potency, µM (highest dose often 46.1 µM), for the others: at the top dose activation, most hits filed as activators. HBB splicing reporter cell assay, activation; EGFP reporter with mutant IVS2-654 intron; response scale: normalised to 500 nM splice-correcting PNA; also: potency is read from the fitted curve at half-maximal effect; 0% is about no effect
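HeLa cells stably expressing EGFP interrupted by mutant beta-globin intron 2 (IVS2-654), 500/well in 2% FCS. Treated with compound for 2 days at 37C. Splicing correction scored as total well GFP intensity (488 nm excitation, 500-520 nm emission); 500 nM antisense PNA served as control.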
ERK AVP inh: vasopressin-driven ERK pathway inhibition | HEK293-V1b, vasopressin-stimulated pERK AlphaScreen | Potency, µM (titrated, usually from 57.5 µM), for the others: top-dose activity, negative = inhibition, hits mostly inhibitors | 72,000 compounds, 0.99% hits | AID 995; also: potency is read from the fitted curve at half-maximal effect; % is scaled to controls: 0 for no effect and ±100 for the full control effect; nearly all actives have a fitted effect of over 55% in size
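Overnight-seeded V1b-HEK293 cells in 1% FBS got compound, then vasopressin (25 nM final, 5 min, 37C), then lysis buffer. AlphaScreen detection of phospho-ERK; activity normalized to basal and full-stimulation controls.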
Texas Red fluor: compounds fluorescent in Texas Red spectral region; 59,000 compounds, 0.06% hits; max dye-equivalent concentration, M; Compound fluorescence, Texas Red channel, 547/618 nm; stronger effect = higher value; AID 587; in the data active = max dye-equivalent concentration above about 10 nM; inconclusive = between about 1.1 nM and that limit
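Compound titrations in 100 mM Tris pH 8.0 were incubated 15 min at room temperature and read at 547 nm excitation / 618 nm emission. Texas Red six-point standard curve on each plate converted fluorescence to dye-equivalent concentration.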
Hsp90 Hop PPI: changes Hsp90-Hop TPR2A binding signal, up or down. Potency, µM (titrated, usually from 57 µM), for inactives: at the highest dose activity change, negative = inhibition. AlphaScreen TPR2A-His6 binding biotin-Hsp90 C-terminal peptide. 71,000 compounds, 0.44% hits. AID 595; active = well fitted curve in either direction with a large enough effect; inconclusive = small, poorly fitted or top-dose-only effect, or another doubt; also: potency is read from the fitted curve at half-maximal effect; % is scaled to controls: 0 for no effect and ±100 for the full control effect; many of its hits are not listed in these tables
GFP derepression: epigenetic modulators derepressing GFP locus in mouse cells. mouse C127i GFP locus derepression, cytometry, 30 h. 68,000 compounds, 0.09% hits. Potency, µM (highest dose often 46.1 µM), inactives show at the top dose GFP derepression (activation); also: % of control where 0% means no effect
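Derepression screen: silenced CMV-GFP reporter in murine C127i cells, 30 h compound incubation at 37 C, washed cells imaged by laser-scanning cytometer to enumerate GFP-expressing objects of 20 to 120 um.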
Ub-GFP proteasome: inhibits proteasome, raising ubiquitin-GFP reporter fluorescence; 67,000 tested, under 10 active; Ubiquitin-GFP reporter cells, proteasome inhibition, GFP fluorescence; response scale: untreated = 0%, 10 µM MG-132 = 100%; Potency, µM (titrated, usually from 45.9 µM), for the others: at the highest dose activation (GFP accumulation), actives largely listed as activators; AID 526; active = well fitted activation curve with a large enough effect, not every such curve was filed as active; inconclusive = small, poorly fitted or top-dose-only effect, or another doubt; inactive = no such curve, though single readings can be large or run the other way; also: potency is read from the fitted curve at half-maximal effect
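Proteasome block read as GFP accumulation: ubiquitin(G76V)-GFP U2OS cells exposed to compound (2.9 nM–46 uM) for 4 hr at 37 C. Normalization used untreated cells as 0% and 10 uM MG-132 as 100%; concentration-response curves fitted.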
Luciferase inh: inhibitors of firefly luciferase | 72,000 compounds, 2.2% hits | Potency, µM (series often up to 57.1 µM), for the others: at the highest dose activity change, negative = inhibition, most hits filed as inhibitors | purified firefly luciferase, luminescence, 8 min | P08659; also: potency is read from the fitted curve at half-maximal effect; % is scaled to controls: 0 for no effect and ±100 for the full control effect; nearly all actives have a fitted effect of over 40% in size
Target sequence (P08659 whole entry, looked up): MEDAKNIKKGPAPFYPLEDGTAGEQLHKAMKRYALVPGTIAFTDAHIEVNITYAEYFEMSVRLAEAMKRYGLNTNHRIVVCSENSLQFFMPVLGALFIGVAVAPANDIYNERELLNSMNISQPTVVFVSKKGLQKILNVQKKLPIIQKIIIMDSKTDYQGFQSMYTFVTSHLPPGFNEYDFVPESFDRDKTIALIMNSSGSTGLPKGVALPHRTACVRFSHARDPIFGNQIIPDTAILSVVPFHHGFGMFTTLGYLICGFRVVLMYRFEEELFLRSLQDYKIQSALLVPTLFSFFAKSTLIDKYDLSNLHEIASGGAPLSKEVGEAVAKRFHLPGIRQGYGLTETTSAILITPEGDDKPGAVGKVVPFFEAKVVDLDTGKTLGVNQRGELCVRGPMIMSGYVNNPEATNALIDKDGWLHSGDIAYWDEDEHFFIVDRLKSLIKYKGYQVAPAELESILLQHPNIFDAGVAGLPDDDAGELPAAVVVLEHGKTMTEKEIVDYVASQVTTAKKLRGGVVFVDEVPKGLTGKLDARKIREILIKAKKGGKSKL
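Firefly luciferase (PKLight detection mix) with 10 uM ATP in pH 7.2 imidazole buffer (KCl, MgCl2, Tween 20, BSA). Compounds tested across a concentration series (qHTS). Luminescence read after 8 min at ambient temperature.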
4-MU autofl: compound fluoresces in the 4-MU spectral region. compound autofluorescence, 340/450 nm, 4-MU equivalents; stronger effect = higher value. max dye-equivalent concentration, M. 59,000 compounds, 11% hits; in the data active = max dye-equivalent concentration above about 10 nM; inconclusive = mostly about 1.1 nM to 9.6 nM
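Compounds in 100 mM Tris, pH 8.0, sat 15 min at room temperature before fluorescence was read at 340 nm excitation/450 nm emission; a per-plate six-point 4-MU standard curve converted signals to dye-equivalent concentration at each compound concentration.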
Fluorescein autfl: fluorescein region autofluorescence. Compound autofluorescence, 480/540 nm, fluorescein-equivalent; stronger effect = higher value. max fluorescein-equivalent concentration, M. 59,000 compounds, 0.91% hits. AID 593; in the data active = max fluorescein-equivalent concentration above about 10 nM; inconclusive = between about 1.1 nM and that limit
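Normalized response (dye-equivalent concentration) derives from comparing each well's 540 nm emission, under 480 nm excitation, with plate-resident fluorescein standards. Compounds were held in 100 mM Tris, pH 8.0, for 15 min at room temperature.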
CRE Fsk mod: CRE-bla signaling modulation under forskolin stimulation; CHO CRE-bla reporter (cAMP response element driving beta-lactamase), forskolin EC10, beta-lactamase ratio; Potency, µM (top dose mostly 38.2 µM), for the others: at the highest dose activity change, negative = inhibition, usual class: activators; AID 662; 71,000 compounds, 2.5% hits; active = well fitted activation curve with a large enough effect in the signal ratio, with a control signal flat, not every such curve was filed as active; inconclusive = small, poorly fitted or top-dose-only effect, or effect the other way, or a change in a side signal; the % refers to the signal ratio; also: potency is read from the fitted curve at half-maximal effect; % of control where 0% means no effect
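CHO CRE-bla cells, overnight plating in Opti-MEM with 0.5% dialyzed FBS; cpd titration + EC10 NKH 477, 3 h 37 °C; CCF4 2 h RT; ex 405/em 460 vs 530 ratio → %Activity, AC50.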
* = called active by the depositor; i = inactive; u = inconclusive; x = not tested or not shown; [ ] = remark or other dose. Unless noted, calls follow the shape of the dose curve; as a rule, active = well fitted curve in the direction sought with a large enough effect; inconclusive = small, poorly fitted or top-dose-only effect, or another doubt; inactive = no such curve, though single readings can be large; an effect the other way counts as inactive or inconclusive. These rows are one share of the data; count on the stated rates, not on these rows.

SMILES	A350 autofl	HBB splicing	ERK AVP inh	Texas Red fluor	Hsp90 Hop PPI	GFP derepression	Ub-GFP proteasome	Luciferase inh	4-MU autofl	Fluorescein autfl	CRE Fsk mod
O=C(Oc1nsnc1N1CCCCC1)N1CCOCC1	i	-2.2%	3%	i	-2%	9%	-2%	3%	i	i	9%
Cc1noc(C)c1CSc1nc2ccccc2n1C	i	-0.1%[57.5 µM]	-18%	i	-1%	1%	-2%	0%	i	i	7%
Cc1cccc(Nc2nc(N)nc(CN3CCN(Cc4ccc5c(c4)OCO5)CC3)n2)c1	i	-1.0%[57.5 µM]	-22%	i	-8%	0%	-6%	-3%	i	i	4%
COc1ccc(/C(O)=C2/C(=O)C(=O)N(CCCC(=O)O)C2c2ccc(OC)c(OC)c2)cc1 (stereo unspecified)	u	-3.0%	-7%	u	-8%	0%	2%	0%	i	u	-7%
CCCc1[nH]nc2c1C(CCc1ccccc1)C(C#N)=C(N)O2 (stereo unspecified)	i	3.8%	15%	i	-10%	2%	-3%	0%	i	i	u
COCCOC(=O)C1=C(C)OC(N)=C(C#N)C1c1ccco1 (stereo unspecified)	i	x	x	i	x	4%[20.6 µM]	x	1%[25.5 µM]	i	u	x
CC(NC(=O)c1cc2c(=O)n(C)c3ccccc3c2n1C)c1ccc2c(c1)OCCO2 (stereo unspecified)	x	-0.3%	12%	x	-2%[2.3 µM]	x	-11%	1%	x	x	u
CCOC(=O)NC(Nc1nc2ccccc2s1)(C(=O)OCC)C(F)(F)F (stereo unspecified)	i	3.2%	-12%	i	-5%	0%	2%	0%	i	i	u
O=C(NCCc1cn2ccsc2n1)C1CCCCC1	x	0.0%	x	x	0%	x	1%	-1%	x	x	1%
Cc1cccc(C)c1NC(=O)C(NC=O)c1ccc(N(C)C)cc1 (stereo unspecified)	i	-2.3%	-6%	i	-3%	0%	-6%	3%	i	u	12%
Cc1cc(C(F)F)n2nc(C(=O)Nc3ccc(S(=O)(=O)N4CCCC4)cc3)nc2n1	i	-0.1%	-14%	i	2%	3%	1%	0%	i	i	-2%
CCOC(=O)c1nn(-c2ccccc2)c(=O)c2c(N)scc12	i	x	-9%	i	-5%	3%	4%	-12%	i	u	14%
COc1ccc(C2C(C(=O)Nc3cccnc3)=C(C)Nc3nc(-c4cccs4)nn32)cc1OC (stereo unspecified)	x	0.5%	-12%	x	-2%	-2%	-6%	-6%	x	x	2%
CCNc1ncc2nc(-c3ccc(F)cc3)c(=O)n(Cc3ccc(F)cc3)c2n1	3.3e-08M*	0.9%	-14%	i	-1%	-3%[9.22 µM]	-2%	0%[11.4 µM]	3.3e-08M*	i	u
O=C1[C@@H]2Cc3ccccc3CN2C(=O)N1c1cccc(F)c1	i	-0.2%	6%	i	1%	-3%	10%	0%	i	u	-15%
COc1ccc(-c2noc(C3CCCN(C(=O)c4ccccc4OC)C3)n2)cc1OC (stereo unspecified)	i	-0.2%[57.5 µM]	-10%	i	-2%	0%	-6%	-9%	i	u	9%
CCN(CCNC(=O)Cn1cc2c(n1)CCCC2)c1ccccc1	x	0.1%	-10%	x	-8%	-6%	26%	0%	x	x	-7%
CCN1C(=O)CC(N2CCC(Cc3ccccc3)CC2)C1=O (stereo unspecified)	u	-5.4%	-4%	i	-1%	0%	-5%	2%	u	u	6%
O=C(Nc1ccc(Cl)cc1)N(Cc1nnc2n1CCCCC2)c1ccccc1	i	-2.6%	-20%	i	-2%	1%	-5%	-1%	i	i	-23%
CC(=O)Nc1ccc(-c2cc(C(=O)O)c3cc4ccccc4cc3n2)cc1	1.9e-07M*	0.1%[9.22 µM]	-5%[11.5 µM]	i	-2%[11 µM]	7%[9.22 µM]	-2%[9.17 µM]	-13%[11.4 µM]	1.8e-07M*	i	-5%[7.6 µM]
c1ccc(CNc2ccnc(-c3ccc4c(c3)OCO4)n2)cc1	i	0.5%	-13%	i	0%	2%[9.22 µM]	2%	-4%[2.29 µM]	i	i	6%
Cc1ccc(S(=O)(=O)Cn2nnnc2C(C(C)C)N2CCc3ccccc3C2)cc1 (stereo unspecified)	u	-1.1%	-21%	i	-12%	-1%	0%	-1%	i	u	-29%
O=C(CN1C(=O)NC(Cc2ccccc2)C1=O)NC(=O)NC1CCCCC1 (stereo unspecified)	i	0.2%[57.5 µM]	-20%	i	0%	-3%	2%	1%	i	i	-3%
CCOC(=O)C1=C(C)Nc2nc3ccccc3n2C1c1ccncc1 (stereo unspecified)	1.7e-08M*	1.4%[0.369 µM]	-21%	i	-2%	0%	-4%	0%	1.4e-08M*	i	3%
COCc1nnc(NC(=O)c2ccc(S(=O)(=O)N3CCCCCC3)cc2)o1	i	-0.6%	2%	i	u	4%	14%	2%	i	i	8%
Additional results
SMILES	A350 autofl	HBB splicing	ERK AVP inh	Texas Red fluor	Hsp90 Hop PPI	GFP derepression	Ub-GFP proteasome	Luciferase inh	4-MU autofl	Fluorescein autfl	CRE Fsk mod
Cc1ccc(Cl)cc1N1CCN(C(c2cccnc2)c2nnnn2C2CCCCC2)CC1 (stereo unspecified)	i	-4.5%	-7%	i	-2%	-1%	-2%	1%	i	u	-3%
N#CCCn1c(=O)c(-c2cccc(C#N)c2)nc2cnc(Oc3ccccc3)nc21	u	-0.1%	u	i	-8%	5%[9.22 µM]	-8%	1%[11.4 µM]	u	i	-4%
CC(C)C(C(=O)Nc1ccc(N2CCOCC2)cc1)N1C(=O)c2ccccc2C1=O (stereo unspecified)	x	1.0%	-21%	x	-6%	-2%	0%	-1%	x	x	3%
COc1ccc(OC)c(NC(=O)CSc2nnnn2-c2ccc3c(c2)OCO3)c1	i	x	-8%	i	-6%	-1%	-2%	1%	i	i	14%
N#Cc1cccc(NC(=O)N2CCCC3(CCN(C(=O)c4cnccn4)CC3)C2)c1	i	-0.6%	-5%	i	-5%	0%[9.22 µM]	0%	-1%[11.4 µM]	i	i	8%
Cc1ccccc1OCC(=O)Nc1ccccc1N1CCOCC1	x	0.9%[9.22 µM]	7%	x	7%	2%	10%	-1%	x	x	u
Cc1ccc2cc(C(c3nnnn3CC3CCCO3)N3CCc4ccccc4C3)c(=O)[nH]c2c1 (stereo unspecified)	u	-0.3%[57.5 µM]	u	u	1%	-1%	-3%	0%	u	i	-7%
Cn1ccc(O)c(C#N)c1=O	i	x	-29%	i	-1%	-5%[9.22 µM]	2%	2%[11.4 µM]	i	i	u
CN(C)c1nc2c(c(=O)[nH]c(=O)n2C)n1Cc1ccc(F)cc1	x	0.1%	x	x	-2%	x	-3%	0%	x	x	u
CCOC(=O)c1c(C)[nH]c(C)c1C(=O)CSc1nnc(-c2cc(OC)c(OC)c(OC)c2)o1	i	2.2%	22%	i	-8%	3%	-4%	1%	i	u	u
CC(C)(C)c1ccc(O)c(N)c1	i	x	x	i	x	0%[20.6 µM]	x	0%[25.5 µM]	i	i	x
O=C(NC1CCSC1=O)c1cccc(C(=O)NC2CCSC2=O)c1 (stereo unspecified)	i	x	-16%	i	1%	0%	-4%	1%	i	u	-4%
O=C1CCCN1CCC1CCN(C2CC(=O)N(c3ccc(Cl)cc3)C2=O)CC1 (stereo unspecified)	i	0.0%	-23%	u	-5%	3%	-4%	1%	i	i	-5%
CN(C(=O)c1ccccc1C(=O)O)C1CC(C)(C)NC(C)(C)C1	x	0.7%	x	x	-2%	x	-7%	2%	x	x	-4%
COc1cc(-n2nc(C)c3c2OC(N)=C(C#N)C3c2ccccc2)c(Cl)c(Br)c1O (stereo unspecified)	i	-1.4%	32µM*	i	-24%	2%	8%	-1%	i	i	-11%
CN(C)c1ccc2nc3c(C(=O)O)cc(=O)c(O)c-3oc2c1	i	2.4%[9.22 µM]	-6%[11.5 µM]	i	-20%[11 µM]	6%[9.22 µM]	-8%[9.17 µM]	-8%[11.4 µM]	i	u	-5%[7.6 µM]
O=C(COc1ccccc1)OCc1cc2ccccc2[nH]c1=O	i	3.0%[1.84 µM]	u	i	2%	-2%	9%	-8%	i	i	8%
Cc1cc(C)c2[nH]c(=O)c(CN(Cc3nnnn3C3CCCC3)C3CCCCC3)cc2c1	i	x	-2%	u	-1%	2%	5%	0%	i	i	-3%
O=C(Nc1cccc2ccccc12)OC1C=CS(=O)(=O)C1 (stereo unspecified)	i	-2.9%	10µM*	i	u	u	-5%	-1%	i	u	u
COc1ccc(C2c3c(oc4ccccc4c3=O)C(=O)N2CCN2CCOCC2)cc1OC (stereo unspecified)	i	2.5%[57.5 µM]	-5%	u	1%	0%	-6%	1%	i	i	17%
O=C(Nc1nnc(SCc2ccccc2)s1)c1cccs1	u	0.5%	-26%	i	-1%	0%	1%	-5%	i	i	1%
